G9a block – G9a (human) methyltransferase inhibition | 350,000 compounds, 8.8% hits | Potency, µM (highest dose often 102 µM), without a hit: at the highest dose activity, negative = inhibition, actives largely listed as inhibitors | AID 504332 | Q96KQ7 | G9a H3K9 monomethylation, AlphaScreen, 2 h; note: % is set by controls: 0 for no effect and ±100 for the full control effect; nearly all actives have a fitted effect of over 75% in size
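Compounds were preincubated with 20 nM G9a for 15 min, after which biotinylated H3K9 peptide (500 nM) and SAM (20 uM) started a 2 h room-temperature reaction. Monomethylated product was quantified by antibody-based AlphaScreen chemiluminescence.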
Pol iota inh – DNA polymerase iota (human) inhibition | Q9UNA4 | Pol iota fluorescent replication assay, 10 min | Potency, µM (top dose mostly 115 µM), for the others: at the highest dose activity, negative = inhibition, hits mostly inhibitors | 390,000 compounds, 1% hits | AID 588590
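Pol iota at 10 nM preincubated 15 min with compounds at room temperature; reaction started with fluorescent substrate, 50 nM final. Fluorescence read kinetically at 0 and 10 min; buffer-only wells as negative control.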
Pin1 inh – inhibitors of human Pin1. Q13526. Potency, µM (top dose mostly 115 µM), for inactives: at the top dose activity, negative = inhibition, usual class: inhibitors. 390,000 compounds, 0.009% hits. Pin1 FP peptide displacement, HiFluor488, 10 min; active = well fitted inhibition curve with a large enough effect in the polarisation, with a control signal flat, not every such curve was filed as active; inconclusive = small, poorly fitted or top-dose-only effect, or effect the other way, or a change in a side signal; inactive = no such curve, though single readings can be large or run the other way; the % refers to the polarisation; note: % is set by controls: 0 for no effect and ±100 for the full control effect
Target sequence (Q13526 whole entry, looked up): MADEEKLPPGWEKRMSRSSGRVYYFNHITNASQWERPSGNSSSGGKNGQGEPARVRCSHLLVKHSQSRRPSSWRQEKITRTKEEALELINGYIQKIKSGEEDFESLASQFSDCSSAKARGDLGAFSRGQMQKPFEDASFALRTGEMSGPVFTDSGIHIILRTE
HP1b binding inh – HP1-beta chromodomain-methylated histone interaction inhibition. 390,000 compounds, 0.56% hits. AlphaScreen HP1-beta / biotin-H3K9me3 peptide binding. P83916. Potency, µM (doses to about 114 µM), for the others: top-dose activity change, negative = inhibition, most hits filed as inhibitors; note: nearly all actives have a fitted effect of over 70% in size; inactives centre near 23
Target sequence (P83916 whole entry, looked up): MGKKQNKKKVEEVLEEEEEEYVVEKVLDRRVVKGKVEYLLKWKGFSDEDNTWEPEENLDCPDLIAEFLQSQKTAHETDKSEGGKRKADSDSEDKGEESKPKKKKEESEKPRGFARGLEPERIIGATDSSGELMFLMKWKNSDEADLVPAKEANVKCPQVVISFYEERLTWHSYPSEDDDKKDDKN
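AlphaScreen: HP1-beta (50 nM) preformed 30 min with biotin-H3(1-18)K9me3 peptide (50 nM) in PBS pH 7.4, 0.01% Tween-20. Compound added for 30 min at RT, then streptavidin donor/nickel chelate acceptor beads (10 ug/mL) for 30 min.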
GLS inh – glutaminase GLS (human) inhibition; AID 624170; GLS enzymatic activity, qHTS titration; Potency, µM (doses to about 45.5 µM), inactives show at the highest dose activity change, negative = inhibition, most hits filed as inhibitors; 410,000 compounds, 0.21% hits; note: % is set by controls: 0 for no effect and ±100 for the full control effect
Target sequence (O94925 whole entry, looked up): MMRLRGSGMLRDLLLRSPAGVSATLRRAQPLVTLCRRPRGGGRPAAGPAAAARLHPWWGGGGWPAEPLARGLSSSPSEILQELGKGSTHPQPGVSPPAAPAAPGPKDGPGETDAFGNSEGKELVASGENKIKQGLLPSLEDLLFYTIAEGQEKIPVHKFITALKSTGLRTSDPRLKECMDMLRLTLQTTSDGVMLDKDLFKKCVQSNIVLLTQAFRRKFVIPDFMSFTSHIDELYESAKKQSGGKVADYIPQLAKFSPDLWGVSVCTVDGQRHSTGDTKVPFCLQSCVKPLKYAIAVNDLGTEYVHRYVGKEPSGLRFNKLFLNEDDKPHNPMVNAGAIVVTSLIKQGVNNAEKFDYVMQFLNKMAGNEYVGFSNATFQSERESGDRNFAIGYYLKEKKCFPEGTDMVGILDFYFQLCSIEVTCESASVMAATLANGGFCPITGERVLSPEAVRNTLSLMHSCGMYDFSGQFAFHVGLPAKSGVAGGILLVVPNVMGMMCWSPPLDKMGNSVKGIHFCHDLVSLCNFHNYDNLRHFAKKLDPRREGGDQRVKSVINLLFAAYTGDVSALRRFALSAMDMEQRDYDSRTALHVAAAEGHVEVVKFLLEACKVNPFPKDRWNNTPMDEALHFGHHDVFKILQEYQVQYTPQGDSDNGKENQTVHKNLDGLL
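Coupled fluorescence readout: glutamate oxidase/HRP/Amplex Red detect glutamate formed by hKGA from L-glutamine (1 mM solution added). Buffer 45 mM KH2PO4 pH 8.2, 0.02% Tween-20; reads at t0 and 30 min RT.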
PGK inhibitor – inhibitors of T. brucei phosphoglycerate kinase. PGK/GAPDH coupled, Kinase-Glo luminescence, 60 min. AID 602233. Potency, µM (top dose mostly 57.5 µM), for inactives: at the top dose activity change, negative = inhibition, most hits filed as inhibitors. P07378. 380,000 compounds, 0.043% hits; note: % is set by controls: 0 for no effect and ±100 for the full control effect; nearly all actives have a fitted effect of over 60% in size
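Luminescent ATP detection (Kinase-Glo Plus) follows a 60-minute room-temperature incubation, with wells lacking PGK as controls. Buffer: 100 mM TEA (pH 7.6), 5 mM MgCl2, 0.01% Tween-20. Coupling enzyme GAPDH (100 nM final) supplies unstable 1,3-BPG in-well.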
BAZ2B inh – BAZ2B (human) inhibition | AlphaScreen BAZ2B-H3K14Ac peptide displacement | Potency, µM (titrated, usually from 114 µM), for inactives: top-dose activity change, negative = inhibition, hits mostly inhibitors | 360,000 compounds, 4.4% hits | AID 504333; note: % is set by controls: 0 for no effect and ±100 for the full control effect; nearly all actives have a fitted effect of over 60% in size
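Complex of BAZ2B and biotin-H3K14Ac (50 nM apiece) forms over 30 min at RT, then faces library compounds up to 110 uM for another 30 min; AlphaScreen beads added, 20 min dark incubation, luminescence read.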
BLM inh – blocks DNA unwinding by human BLM helicase; P54132; recombinant BLM DNA unwinding, fluorescence dequenching; AID 2528; 350,000 compounds, 0.2% hits; Potency, µM (top dose mostly 56.1 µM), without a hit: top-dose activity change, negative = inhibition, most hits filed as inhibitors;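 note: plate controls were vehicle for no effect and no enzyme for full effect; nearly all actives have a fitted effect of over 35% in size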
JMJD2A Tudor – JMJD2A Tudor domain (human) inhibition. AlphaScreen JMJD2A-Tudor / H3K4me3 peptide binding. Potency, µM (highest dose often 114 µM), for inactives: top-dose activity change, negative = inhibition, actives largely listed as inhibitors. 390,000 compounds, 4.4% hits; note: % is set by controls: 0 for no effect and ±100 for the full control effect; nearly all actives have a fitted effect of over 50% in size
An asterisk follows results filed as active; i = inactive; ? = inconclusive; / = no result given; [ ] = another dose, or the depositor's remark. Unless noted, calls come from the whole dose curve; as a rule, active = well fitted curve in the direction sought with a large enough effect; inconclusive = small, poorly fitted or top-dose-only effect, or another doubt; inactive = no such curve, though single readings can be large; an effect the other way counts as inactive or inconclusive. Potency is the fitted concentration of half-maximal effect. These rows are one share of the data; the hit share may differ from the screen's.

SMILES	G9a block	Pol iota inh	Pin1 inh	HP1b binding inh	GLS inh	PGK inhibitor	BAZ2B inh	BLM inh	JMJD2A Tudor
Cc1ccc(S(=O)(=O)Nc2c(C)cc(C)nc2Cl)cc1	9%[0.501 µM]	-11%	-3%	28%	0%	-3%	2%	-11%	-13%
CC[C@@]12C(=O)N(c3cccc(F)c3)C(=O)N1[C@H](c1ccc(Cl)cc1)[C@@H]1C(=O)N(C3CCCCC3)C(=O)[C@@H]12	14%[2.33 µM]	3%	9%	25%	-2%	-13%	5%	/	-19%
c1ccc(Oc2c3ccccc3nc3ccccc23)cc1	-5%[12.7 µM]	144%[activator]	1%	81%[activator]	1%	-11%	9%	2%	19%
CC1CCN(C(=O)c2cc3ccccc3o2)CC1	-2%[12.7 µM]	?	4%	71%[activator]	1%	6%	1%	-3%	13%[11.4 µM]
COc1ccc(OCC(=O)Nc2ccc(N3CCN(C(=O)c4ccco4)CC3)cc2)cc1	-2%	120%[activator]	-3%	5%	7%	i	-23%	1%	-13%
CCCN1CCN(CCCNC(=O)c2ccc(CS(=O)c3ccccc3C)o2)CC1 (stereo not given)	33%	0%	-8%	31%	13%	-2%	-15%	1%	-11%
CSCCC(NC(=O)c1cc(S(=O)(=O)N2CCOCC2)ccc1C)c1nc2ccccc2[nH]1 (stereo not given)	/	8%	-3%	28%	-2%	1%	/	/	-15%
COc1ccc(OC)c(C(O)c2coc3ccc(O)c(CN4CCOCC4)c23)c1 (stereo not given)	8%[59 µM]	?	-1%	5%	5%	i	-23%	-1%	89µM*
Cc1ccccc1S(=O)(=O)NC1=NCCCCC1	17%[59 µM]	-16%	2%	41%[activator]	13%	10%	12%	0%	-5%
CCOC(=O)c1ccc(N2C(=O)CC(N(C)Cc3ccccc3)C2=O)cc1 (stereo not given)	?	0%	-2%	35%	7%	-3%	9%	-1%	-8%
Cc1oc(=O)c(NC(=O)c2ccccc2)cc1C(=O)c1ccccc1	/	9%	6%	23%	13%	-3%	-6%	-1%	-25%
CCc1cc2c(=O)nc3n(c2s1)Cc1ccccc1/C3=C(/O)c1ccccc1Cl	-7%[12.7 µM]	14%	-15%	-8%	-4%	-3%	1%	2%	-27%

Three structures already listed, ordered by SMILES length, highest first:
SMILES	G9a block	Pol iota inh	Pin1 inh	HP1b binding inh	GLS inh	PGK inhibitor	BAZ2B inh	BLM inh	JMJD2A Tudor
CCCN1CCN(CCCNC(=O)c2ccc(CS(=O)c3ccccc3C)o2)CC1 (stereo not given)	33%	0%	-8%	31%	13%	-2%	-15%	1%	-11%
Cc1oc(=O)c(NC(=O)c2ccccc2)cc1C(=O)c1ccccc1	/	9%	6%	23%	13%	-3%	-6%	-1%	-25%
c1ccc(Oc2c3ccccc3nc3ccccc23)cc1	-5%[12.7 µM]	144%[activator]	1%	81%[activator]	1%	-11%	9%	2%	19%

The main list resumes with the 2 entries that preceded the break.
SMILES	G9a block	Pol iota inh	Pin1 inh	HP1b binding inh	GLS inh	PGK inhibitor	BAZ2B inh	BLM inh	JMJD2A Tudor
Cc1oc(=O)c(NC(=O)c2ccccc2)cc1C(=O)c1ccccc1	/	9%	6%	23%	13%	-3%	-6%	-1%	-25%
CCc1cc2c(=O)nc3n(c2s1)Cc1ccccc1/C3=C(/O)c1ccccc1Cl	-7%[12.7 µM]	14%	-15%	-8%	-4%	-3%	1%	2%	-27%
CCCNC(=O)COC(=O)c1[nH]c(C)c(C(=O)OCC)c1C	-6%[12.7 µM]	10%	3%	24%	-4%	i	2%	-3%	11%
COc1ccccc1NC(=O)CSc1nnc(CC(=O)Nc2ccccc2F)n1C	43%[activator]	43%[activator]	-13%	-2%	1%	-9%	5%	1%	-17%
CC(C)(C)c1ccc(OCCCCCCN2CCNCC2)cc1	/	24%	-1%	-10%	0%	9%	/	/	-24%
Cc1cc(C)cc(OCC(=O)N2Cc3ccccc3CC2C(=O)O)c1 (stereo not given)	?	10%	-9%	0%	4%	-4%	-25%	1%	-13%
Cc1c(NC(=O)c2ccc(Br)o2)cccc1-c1nc2ccccc2o1	8%[59 µM]	-27%	?	17%	-11%	i	-3%	-5%	-18%
CCOC(=O)C1(Cc2cccc(Cl)c2)CCCN(C(=O)CCNC(C)=O)C1 (stereo not given)	-5%[59 µM]	67%[activator]	-3%	43%[activator]	2%	0%	-22%	-5%	-13%
O=C(NC1CCCC1)C(c1ccccc1F)N(C(=O)c1csnn1)C1CC1 (stereo not given)	0%	1%	-11%	20%	2%	-1%	-1%	-1%	-4%
Cc1oc2c(O)c(O)ccc2c(=O)c1-c1ccc(Cl)cc1	5µM*	?	-1%	17%	32%	-14%	?	-14%	-29%
Cc1[nH]c(=O)[nH]c(=O)c1S(=O)(=O)N1CCCCC1	-1%	36%[activator]	-2%	16%	18%	i	-1%	-6%	-1%
O=C1[C@H](Cc2ccccc2)NCC=CC[C@@H](c2ccc(Cl)cc2)N1Cc1ccccc1	/	-7%	1%	11%	2%	1%	/	/	-31%
COc1ccc(C(=O)C2CCCN(C(=O)c3cc(C4CC4)[nH]n3)C2)c(C)c1 (stereo not given)	6%	14%	3%	52%[activator]	-12%	-7%	-15%	-2%	-13%
Cc1cc(NC(=O)CSc2nc(=O)n(CCCN(C)C)c3c2CCCC3)no1	?	6%	0%	37%	-4%	-2%	10%	/	1%
CCNc1nc(NCC)nc(OCC(=O)O)n1	?	18%	1%	6%	5%	8%	-28%	0%	-12%
O=C(CNC(=O)c1cccs1)N/N=C/c1ccccc1[N+](=O)[O-]	12%	16%	2%	1%	2%	9%	-9%	-4%	-5%
COc1cc(CN2CCN(Cc3cn(C)c4ccccc34)CC2CCO)cc(OC)c1 (stereo not given)	4%	4%	-3%	10%	3%	-6%	-26%	-6%	-25%
CC(C)Cn1c2nc3ccccc3nc2c2c(=O)n(CCN3CCOCC3)cnc21	-28%[12.7 µM]	18%	1%	14%	-2%	-4%	-2%	-1%	-22%
Cc1ccc(-c2nnn(CC(=O)Nc3ccccc3N3CCOCC3)n2)cc1	14%[59 µM]	8%	3%	20%	8%	-7%	3%	-6%	-1%
O=C(CC1C(=O)NCCN1C(=O)Nc1ccccc1)Nc1cccc(Cl)c1 (stereo not given)	-7%	-6%	4%	42%[activator]	1%	2%	-12%	-2%	-10%
C=CCC1(C#N)C(=S)NC2=C(C(=O)CC(C)(C)C2)C1c1ccc(Br)cc1 (stereo not given)	9%[59 µM]	11%	-9%	40%[activator]	-3%	-7%	-1%	3%	-13%
N#Cc1cc2c([nH]c1=S)CCCCCC2	?	-5%	-6%	?	14%	-2%	-4%	-5%	3.2µM*
C[N+]1(CCNC(=O)/C=N/O)CCCCC1	?	5%	-2%	-30%	26%	i	79µM*	3%	50µM*
CCOC(=O)CC(NC(=O)Cn1nnc(-c2ccc(C(F)(F)F)cc2)n1)c1ccc(OC)cc1 (stereo not given)	-24%[59 µM]	28%	?	31%	-11%	-3%	-7%	-1%	-15%
C=CCOc1cccc(CNc2ccc3[nH]c(=O)[nH]c3c2)c1	20µM*	177%[activator]	2%	-25%	?	4%	?	-6%	?
O=C(c1nc2ccccn2c1CNCCCn1ncc2ccccc21)N1CCCC1	/	63%[activator]	0%	15%[57 µM]	5%	i	0%	1%	-18%
CCC(C)NC(=O)COc1ccccc1[N+](=O)[O-] (stereo not given)	6%[59 µM]	30%[activator]	-1%	30%	2%	5%	-2%	-12%	-9%
O=C(Nc1ncc(Cl)cc1Cl)c1c(F)cccc1Cl	8%	72%[activator]	0%	34%	-13%	-7%	-1%	0%	-18%
Cc1nn(-c2ccccc2)c(C)c1NC(=O)COC(=O)c1ccc(Cl)c(N)c1	?	24%	-2%	16%	4%	-7%	4%	/	-11%
CC12CC3CC(C)(C1)CC(C(=O)Nc1nn[nH]n1)(C3)C2	35µM*	19%	-3%	6%	-2%	-10%	?	-7%	20µM*
CCOC(=O)Cc1cc(C(=O)Nc2ccc(Br)cc2)sc1-c1ccc(C)cc1	27%[59 µM]	-2%	10%	62%[activator]	-8%	0%	1%	-7%	6%
COC(=O)c1[nH]c2ccc(F)cc2c1NS(=O)(=O)c1ccc(OC)cc1	19%	24%	-3%	36%	31%[activator]	i	-8%	-1%	-13%
CCOC(=O)C(NC(=O)Nc1ccccc1)(OCC)C(F)(F)F (stereo not given)	-2%[12.7 µM]	-3%	-7%	21%	-15%	i	-5%	-2%	-4%
CCOC(=O)C1(Cc2ccc(Cl)cc2)CCN(C(C)Cc2ccc(O)c(OC)c2)CC1 (stereo not given)	13%	23%	0%	-8%	5%	i	?	0%	?
Cc1ccc(C)c(NC(=O)CC2Oc3ccccc3NC2=O)c1 (stereo not given)	-39%	25%	8%	39%[activator]	-2%	i	-4%	2%	-9%
COC(=O)c1ccccc1NC(=O)Cn1nc(C)c2nn(-c3ccc(Cl)cc3)c(C)c2c1=O	4%[59 µM]	13%	-1%	14%[57 µM]	0%	-2%	3%	-6%	-15%
CC(C)c1ccc(NC(=O)CSC2=Nc3ccccc3C3=NC(CC(=O)NCc4ccco4)C(=O)N23)cc1 (stereo not given)	2%[59 µM]	7%	26%	-5%	3%	3%	?	0%	?
CCOC(=O)c1c(-c2ccccc2)csc1NC(=S)NC(=O)c1ccccc1	-12%[59 µM]	24%	-2%	-1%	7%	-4%	-33%	-7%	?
COC(=O)Nc1nc2ccc(Sc3ccccc3)cc2[nH]1	25%[21.5 µM]	-7%	5%	16%	-3%	2%	16%	-10%	-24%
COCCCNC(=O)c1cn(C)c(=O)c2c1c1ccccc1n2C	8%	51%[activator]	-6%	30%	-3%	4%	4%	-3%	0%
O=C(CCn1c(=O)c2cccn2c2cccnc21)N1CCN(c2cccc(C(F)(F)F)c2)CC1	-36%[59 µM]	-5%	4%	43%	6%	-6%	-35%	0%	-15%
COc1cc(C)ccc1OCC(=O)OCC(=O)c1ccc[nH]1	/	50%[activator]	-4%	27%	-1%	-9%	/	/	-9%
CC(=O)N1CCN(C(=O)c2ccc(Cl)c(NC(=O)c3cccs3)c2)CC1	-4%[2.33 µM]	4%	-6%	8%	15%	-6%	7%	/	-13%

Source: PubChem BioAssay
